# Assay outcomes deposited in PubChem BioAssay by National Center for Advancing Translational Sciences (NCATS).
# MBNL1 CUG block: inhibitors of human MBNL1 binding to CUG repeat RNA | Q9NR56 | AID 2675 | TR-FRET MBNL1-His/biotin-(CUG)12 binding, 665/545 ratio | Potency, µM (doses to about 57.5 µM), without a hit: at the highest dose activity change, negative = inhibition, actives largely listed as inhibitors | 0.036% of 280,000 active; active = well fitted inhibition curve with a large enough effect in the signal ratio, with a control signal flat, not every such curve was filed as active; inconclusive = small, poorly fitted or top-dose-only effect, or effect the other way, or a change in a side signal; inactive = no such curve, though single readings can be large or run the other way; the % refers to the signal ratio; also: potency is read from the fitted curve at half-maximal effect; % is scaled to controls: 0 for no effect and ±100 for the full control effect
#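 MBNL1-His + Biotin-(CUG)12, cpd titration 92 nM–58 uM; Tb anti-His Ab 0.055 ng/ul, SA-XL665 5 nM (final); 60 min RT; ratiometric 665/545 nm, Ex 340 nm; normalized to buffer and full-complex controls.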
# TSHR antagonist: blocks TSH signaling through the human TSH receptor | 0.2% of 330,000 active | activity change, negative = inhibition, % at 11.5 µM | TSHR-expressing cells, TSH-stimulated cAMP HTRF, 2 h; stronger effect = lower value | P16473;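 active = activity change below a set negative limit, meaning inhibition stronger than a set level, cut at about -70% in these data; inconclusive = activity change between two set negative limits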; also: % is scaled to controls: 0 for no effect and ±100 for the full control effect
#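 TSHR-expressing cells, 200/well, pre-treated with compound, then stimulated with EC80 TSH (4nM final) for 2 hours at 37 deg C. cAMP measured by competitive HTRF: anti-cAMP cryptate antibody in lysis buffer plus cAMP-d2, read after 30 minutes at room temperature.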
# Eya2 phos inh: Eya2 (human) phosphatase inhibition. O00167. Potency, µM (highest dose often 76.9 µM), for inactives: at the highest dose activity, negative = inhibition, most hits filed as inhibitors. recombinant Eya2, OMFP fluorescence dephosphorylation (OMFP is methylfluorescein phosphate). 0.006% of 330,000 active; also: potency is read from the fitted curve at half-maximal effect; % is scaled to controls: 0 for no effect and ±100 for the full control effect
#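 Eya2 protein (added as 0.2 uM solution) was preincubated with compound for 10 min at ambient temperature in 50 mM HEPES pH 7.5, 50 mM NaCl, 5 uM MgCl2, 0.05% BSA, 1 mM DTT. OMFP (added at 50 uM) then reacted 10 min; fluorescence read at 485/525 nm.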
# GALK inhibitor: galactokinase (human) inhibition; P51570; Purified GALK, Kinase-Glo residual ATP luminescence; Potency, µM (titrated, usually from 57.5 µM), without a hit: at the top dose activity change, negative = inhibition, usual class: inhibitors; 0.007% of 270,000 active; AID 1868; also: potency is read from the fitted curve at half-maximal effect; % is scaled to controls: 0 for no effect and ±100 for the full control effect
#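 The enzyme phosphorylates galactose (100 uM) using ATP (35 uM); inhibition is detected as higher residual ATP, quantified by bioluminescence after 1 h reaction at room temperature, pH 8.0.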
# Mito fusion act: inhibitors of mitochondrial division or activators of mitochondrial fusion | S. cerevisiae fusion-defective mutant growth rescue, CellTiterGlo 48 h | Potency, µM (series often up to 46.1 µM), for the others: at the top dose growth rescue (activation), hits mostly activators | 0.23% of 320,000 active;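 also: potency is read from the fitted curve at half-maximal effect; % of control where 0% means no effect; nearly all actives have a fitted effect of over 45% in size; temperature-sensitive fusion mutants such as fzo1-1 at 37 °C on non-fermentable ethanol glycerol medium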
#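 Read-out: ATP-based luminescence (CellTiterGlo, 10 min ambient) reporting growth of fusion-defective ts yeast after 48 hours at 37C on glycerol/ethanol YPEG medium in the presence of compound.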
# Menin-MLL TR inh: menin-MLL binding inhibition, Texas Red mutant peptide; O00255; Menin + Texas Red MLL mutant peptide, fluorescence polarization; Potency, µM (series often up to 61.6 µM), without a hit: at the highest dose FP activity change, negative = inhibition, hits mostly inhibitors; 0.23% of 270,000 active; AID 1768; active = well fitted inhibition curve with a large enough effect in the polarisation, with a control signal flat, not every such curve was filed as active; inconclusive = small, poorly fitted or top-dose-only effect, or effect the other way, or a change in a side signal; inactive = no such curve, though single readings can be large or run the other way; the % refers to the polarisation; also: potency is read from the fitted curve at half-maximal effect; % of control where 0% means no effect; many of its hits are not listed in these tables
# ASM inhibitor: human S-ASM enzyme inhibition; 0.006% of 340,000 active; Potency, µM (top dose mostly 57.5 µM), inactives show at the top dose activity change, negative = inhibition, most hits filed as inhibitors; placental ASM, HMU-PC fluorogenic substrate, 60 min; P17405; also: potency is read from the fitted curve at half-maximal effect
#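 Steps: dispense placental human ASM, pin compound, wait 10 min at room temperature, add HMU-PC0 substrate at 9 uM final, incubate 60 min at 37 °C, add stop solution raising pH to 10, read fluorescence.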
# KCNH2 WT inh: KCNH2 (human, wildtype) channel inhibition; Q12809; U2OS, BacMam KCNH2, thallium flux FluxOr; stronger effect = lower value; activity change, % at 1.84 µM; 0.37% of 340,000 active;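 active = maximum activity change below -70%; inconclusive = maximum activity change between -70% and -50%; inactive = maximum activity change above -50%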; also: % is scaled to controls: 0 for no effect and ±100 for the full control effect
# Target sequence (Q12809 whole entry, looked up): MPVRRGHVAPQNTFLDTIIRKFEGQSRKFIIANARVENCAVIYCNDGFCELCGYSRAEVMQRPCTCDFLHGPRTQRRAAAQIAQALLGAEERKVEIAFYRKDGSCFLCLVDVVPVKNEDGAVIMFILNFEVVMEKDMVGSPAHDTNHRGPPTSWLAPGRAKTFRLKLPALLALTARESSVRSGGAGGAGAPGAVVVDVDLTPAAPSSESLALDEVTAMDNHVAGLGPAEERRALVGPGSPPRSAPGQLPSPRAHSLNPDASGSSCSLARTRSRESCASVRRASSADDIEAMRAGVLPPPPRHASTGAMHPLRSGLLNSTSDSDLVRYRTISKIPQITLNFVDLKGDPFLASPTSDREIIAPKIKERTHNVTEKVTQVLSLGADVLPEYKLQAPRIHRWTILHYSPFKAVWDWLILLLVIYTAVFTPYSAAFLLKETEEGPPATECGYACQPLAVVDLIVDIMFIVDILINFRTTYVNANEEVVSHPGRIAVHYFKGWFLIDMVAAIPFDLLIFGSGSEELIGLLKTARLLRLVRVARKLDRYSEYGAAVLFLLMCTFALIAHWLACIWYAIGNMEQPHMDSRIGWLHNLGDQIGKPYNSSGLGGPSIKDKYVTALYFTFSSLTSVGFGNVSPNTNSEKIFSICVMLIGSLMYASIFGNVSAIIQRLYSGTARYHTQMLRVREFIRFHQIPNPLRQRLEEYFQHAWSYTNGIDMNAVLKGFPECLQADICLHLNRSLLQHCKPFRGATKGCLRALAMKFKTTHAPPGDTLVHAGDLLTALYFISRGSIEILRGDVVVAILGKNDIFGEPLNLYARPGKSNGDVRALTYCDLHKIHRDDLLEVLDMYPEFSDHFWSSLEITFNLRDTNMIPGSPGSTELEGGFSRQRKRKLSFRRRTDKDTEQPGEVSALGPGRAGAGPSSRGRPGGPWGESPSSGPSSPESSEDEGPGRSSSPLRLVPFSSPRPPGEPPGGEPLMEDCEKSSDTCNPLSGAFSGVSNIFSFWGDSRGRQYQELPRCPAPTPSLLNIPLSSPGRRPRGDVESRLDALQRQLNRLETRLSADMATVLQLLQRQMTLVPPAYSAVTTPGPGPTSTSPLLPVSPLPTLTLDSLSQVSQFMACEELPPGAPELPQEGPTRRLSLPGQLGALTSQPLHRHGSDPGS
#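 U2OS cells were transduced with wild-type KCNH2 virus (2.03 x 10^8 / mL) for 4 h at room temperature, then cultured overnight at 37 C. Thallium flux was read with FluxOr dye. Rate constants were normalized to DMSO controls.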
# PKM2 act: increases activity of human pyruvate kinase M2; P14618; purified PKM2, Kinase-Glo ATP luminescence, activation; response scale: 0% is enzyme alone, no compound; Potency, µM (doses to about 57.5 µM), inactives show at the top dose activation, hits mostly activators; 0.34% of 260,000 active; AID 1631; also: potency is read from the fitted curve at half-maximal effect; % is scaled to controls: 0 for no effect and ±100 for the full control effect; nearly all actives have a fitted effect of over 55% in size
#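 ATP formation by purified human PK-M2, quantified via coupled luciferase luminescence after 1 h at room temperature with 0.1 mM ADP and 0.5 mM PEP final.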
# USP2a inh: USP2a (human) protease inhibition. O75604. USP2 core, Ub-CHOP2 coupled fluorogenic reporter, 485/531. Potency, µM (highest dose often 38.3 µM), for inactives: at the top dose activity change, negative = inhibition, most hits filed as inhibitors. 0.01% of 330,000 active;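 also: potency is read from the fitted curve at half-maximal effect; plate controls were DMSO wells for no effect and full inhibition by NEM control for full effect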
#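 Deubiquitinase activity read as fluorescence (485/531 nm) after Ub-CHOP2 cleavage activates the enterokinase reporter on its substrate; USP2 core 10nM, Ub-CHOP2 and substrate 25nM each, 30min compound preincubation then 60min RT; data normalized to NEM, curves fitted.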
# Chronic BCR inh: chronic active BCR signaling inhibition. ABC-DLBCL IkBa-CBG/CBR reporter, luminescence ratio, 4 h. Potency, µM (highest dose often 46.1 µM), for inactives: at the highest dose ratio change, negative = lower green/red ratio, usual class: inhibitors. 0.05% of 340,000 active; active = well fitted inhibition curve with a large enough effect in the signal ratio, with a control signal flat, not every such curve was filed as active; inconclusive = small, poorly fitted or top-dose-only effect, or effect the other way, or a change in a side signal; the % refers to the signal ratio;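 also: potency is read from the fitted curve at half-maximal effect; plate controls were basal doxycycline-induced cells for no effect and cells given 10 µM MG132 for full effect; MG132 reads +100%, hits lower the ratio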
#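 TMD8 human ABC-DLBCL cells with doxycycline-inducible IκBα–green luciferase fusion and unfused red luciferase, in 0.5% FBS medium; compounds up to 46 uM, 4 h at 37C. Green/red luminescence ratio, filter-overlap corrected, fitted to concentration-response curves.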
# * hit, by the source's call; ? = inconclusive; nt = not tested or not shown; & = joins results of further samples; [ ] = remark or other dose. Unless noted, calls follow the shape of the dose curve; as a rule, active = well fitted curve in the direction sought with a large enough effect; inconclusive = small, poorly fitted or top-dose-only effect, or another doubt; inactive = no such curve, though single readings can be large; an effect the other way counts as inactive or inconclusive.
compound	MBNL1 CUG block	TSHR antagonist	Eya2 phos inh	GALK inhibitor	Mito fusion act	Menin-MLL TR inh	ASM inhibitor	KCNH2 WT inh	PKM2 act	USP2a inh	Chronic BCR inh
CCCCN(C(=O)CSc1nc(CCC)cc(=O)[nH]1)c1c(N)n(Cc2ccccc2)c(=O)[nH]c1=O	nt	5	2%	nt	nt	nt	8%	1	nt	1%	0%
Cc1ccc(Cn2c(SCC(=O)N3CC(=O)Nc4ccccc43)nc3ccccc3c2=O)cc1	?	34	-8%	1%	4%	-14%	-6%	2	-7%	-8%	21%
CCOC1(OCC)N=C(N)C2(C#N)C(c3cccc(C)c3)C12C#N (stereo not drawn)	6%	9	-2%	nt	2%	1%	5%	-3	-2%	3%	0%
COc1ccc(CCN=C(C)C2=C(O)C(c3ccccc3)OC2=O)cc1OC (stereo not drawn)	-1%	-4	?	-1%	3%	-1%	2%	-7	-10%	2%	1%
COC(=O)NC(NC(=S)Nc1ccccc1OC)C(Cl)(Cl)Cl (stereo not drawn)	2%	34	0%	2%	-1%	6%	1%	-10	-6%	12%	10%
Cc1cccc(N2CC(C(=O)O)CC2=O)c1 (stereo not drawn)	6%	0	17%	-2%	-1%	-8%	6%	-1	-3%	-2%	?
O=C(CN1CCCCCCC1)NC(=O)NC1CCCCC1	-11%	4	13%	0%	4%	-14%	-3%	-4	7%	5%	18%
CC(c1ccccc1)C1C(C#N)=C(N)SC(N)=C1C#N (stereo not drawn)	-3%	-13	-7%	2%	2%	3%	6%	-2	-9%	1%	-6%
CCOc1ccccc1NC(=O)NCc1ccccn1	3%	3	0%	-1%	0%	-10%	1%	-14	-1%	3%	3%
COc1ccc(S(=O)(=O)N2CCC(O)(c3ccc(Cl)cc3)CC2)cc1OC	-23%	-4	-14%	nt	-4%	nt	-3%	9	-6%	-2%	-4%
COc1cc(/C=N/NC(=O)c2cc(-c3cccs3)nc3ccccc23)ccc1O	-5%	-6	8%	7%	3%	nt	-8%	-9	1%	-1%	?
Cc1ccc2nc(-c3ccc(NC(=O)CSCC(=O)O)cc3)sc2c1	?	-14	-15%	1%	-2%	nt	69%[activator]	3	-16%	-12%	?
CN(C)S(=O)(=O)c1cccc(-c2nnc(SCCNCCO)n2-c2ccc(F)cc2)c1	1%	17	23%	15%	11%	-12%	7%	7	6%	-5%	-4%
CC(C)(C)Nc1cccccc1=O	?	-1	-4%	3%	2%	12%	0%	-11	-1%	1%	2%
Cc1ccc(S(=O)(=O)N2CCCOC2CNC(=O)C(=O)NCCc2c[nH]c3ccccc23)cc1 (stereo not drawn)	-13%	-10	2%	0%	-6%	-15%	-7%	-10	4%	0%	-3%
CCOc1ccc(N(CC(=O)NC2CC2)S(=O)(=O)c2ccc(C)cc2)cc1	-5%	-11	-2%	-1%	-2%	-2%	-2%	4	-1%	0%	1%
CC(C)c1ccc(/C=C/C(=O)NCCCc2ccccc2)cc1	-1%	-15	-4%	1%	15%	11%	8%	-39	?	-8%	5%
O=C(/C=C/c1ccc(Cl)cc1Cl)c1nc2ccccc2[nH]1	4%	12	-6%	2%	1%	-12%	-2%	-8	-2%	0%	-21%
O=C1CCC(=O)N1CCc1c[nH]c2ccccc12	0%	2	-10%	3%	-1%	0%	2%	-6	-2%	0%	-2%
CC(=O)Nc1ccc(C(=O)OCc2ccccc2Br)cc1	1%	4	-1%	3%	9%	8%	-9%	-2	?	-1%	-8%
CC(C)c1ccc(N(CC(=O)O)S(=O)(=O)c2cccnc2)cc1	17%	5	-7%	2%	1%	7%	-2%	2	4%	1%	6%
O=C1CC(Cc2ccc(Cl)cc2)C(=O)N1c1cc(Cl)ccn1 (stereo not drawn)	-12%	2	9%	2%	5%	nt	5%	-4	-1%	2%	?
Cc1cccc(-n2c(CNC(=O)c3ccc(S(=O)(=O)N4CCCCC4)cc3)n[nH]c2=S)c1	-8%	-13	-2%	0%	0%	3%	-10%	-8	-23%	0%	3%
Cc1ccc2c(O)c(C)c(=O)[nH]c2n1	-10%	-1	-13%	8%	6%	-6%	0%	-1	-13%	0%	6%
N#CC1(NC(=O)COC(=O)C23CC4CC(CC(O)(C4)C2)C3)CCCCC1	-2%	3	7%	-2%	1%	nt	0%	16	-6%	0%	-1%
COc1ccc(CCNC(=O)CSc2nnc3ccc(-c4ccccn4)nn23)cc1OC	nt	5	-12%	nt	-5%	nt	-7%	3	nt	0%	13%
Fc1ccc(-c2nc3c(-c4ccc(Cl)cc4)cnn3cc2CCN2CCOCC2)cc1	-5%	-4	-6%	0%	2%	-1%	-9%	12	0%	1%	5%
O=C(COC(=O)c1ccc([N+](=O)[O-])cc1)NCCC1=CCCCC1	nt	-7	5%	nt	nt	nt	2%	-1	nt	0%	0%
C[C@]12c3[nH]c4ccc(Cl)cc4c3CCN1C(=O)[C@@H](CC(=O)NCCc1ccccn1)C[C@@H]2C(=O)N1CCOCC1	nt	-12	3%	nt	nt	nt	2%	-9	nt	0%	?
COc1cccc(NC(=O)C(OC(=O)c2ccccc2NS(=O)(=O)c2cccs2)c2ccccc2)c1 (stereo not drawn)	-8%	-7	-12%	1%	-4%	?	2%	5	8%	0%	-6%
CC1CN(c2ccc(NC(=S)Nc3ccc(N4CC(C)OC(C)C4)cc3)cc2)CC(C)O1 (stereo not drawn)	3%	1	?	nt	-6%	nt	5%	5	6%	1%	2%
CSc1ccc(C2C(C#N)=C(N)Oc3cc4c(cc32)OCO4)cc1 (stereo not drawn)	?	nt	nt	0%	-2%	22%	2%	-4	2%	nt	nt
CCOc1cccc(CNCCCSc2ncccn2)c1	-4%	1	5%	3%	-1%	-16%	0%	3	2%	-2%	2%
O=C(CN1C(=O)/C(=C\C=C\c2ccccc2)SC1=S)Nc1ccc(F)cc1	nt	-1	-5%	0%	3%	?	-5%	17	-3%	1%	3%
Cc1ccccc1C(=O)NNC(=O)CCC(=O)Nc1cccc(Cl)c1C	-10%	1	-5%	1%	-4%	-4%	7%	-22	-1%	9%	-23%
COC(=O)c1ccc(NC(=O)CN(c2ccc(C)cc2)S(=O)(=O)c2c(C)nn(C)c2C)cc1	14%	13	-5%	3%	-1%	0%	-5%	2	-6%	-10%	?
Cc1ccc(-n2nnc3ccccc3c2=O)cc1C	?	10	6%	0%	1%	-3%	1%	-2	-4%	2%	?
Nc1ccc2nc3c(=O)[nH]c(=S)[nH]c3nc2c1	?	-14	?	nt	0%	nt	-12%	-7	?	?	7%
O=C(Nc1ccccc1)Nc1ccccn1	0%&13%	-3&0	-13%&-13%	0%&1%	4%&-3%	1%	0%	-14	-3%&0%	-1%&0%	?
COc1ccc2cc(S(=O)(=O)n3cnc(C)c3)ccc2c1	3%	10	4%	5%	-7%	12%	1%	19	2%	5%	13%
COCCN(C(=O)CNC(=O)c1cccs1)C(C(=O)NC(C)(C)C)c1ccccc1 (stereo not drawn)	-7%	2	-1%	0%	-4%	-2%	2%	4	11%	3%	0%
Cc1cc(C)cc(C(=O)NC(CC(N)=O)c2ccc(NC3CCCC3)c([N+](=O)[O-])c2)c1 (stereo not drawn)	4%	5	14%	nt	2%	1%	1%	-3	0%	1%	-9%
CN(C)c1ccc(-c2noc(C3CCN(C(=O)Nc4ccc(Cl)cc4)CC3)n2)cc1	-3%	1	5%	4%	-1%	nt	-14%	-11	0%	4%	2%
COc1ccc(CNC(=O)COC(=O)CC(NC(N)=O)c2ccc(Cl)cc2)cc1OC (stereo not drawn)	nt	-12	11%	nt	0%	nt	-1%	-1	nt	0%	-1%
C=CCn1c(C2CC(=O)N(c3ccc(C)cc3)C2)nc2ccccc21 (stereo not drawn)	-7%	-3	-8%	11%	6%	1%	6%	-7	-3%	3%	1%

# These rows are one share of the data. The share of hits here may be higher or lower than overall.
